# KCNH2 3.1 block – qHTS for Inhibitors of KCHN2 3.1: Mutant qHTS; activity change, % (tested at about 1.8 µM); Potassium voltage-gated channel subfamily H member 2, brain isoform KCNH2 3.1 (human); 340,000 tested, 0.95% active; U2OS KCNH2 3.1, thallium flux FluxOr; hits give low values;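 active = maximum activity change below -70%; inconclusive = maximum activity change from -70% to -50%; inactive = maximum activity change above -50%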;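 also: thallium influx rate constant from kinetic fluorescence after stimulation buffer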
#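 Virally transduced U2OS (3.1 isoform, 4 h infection in dark at RT) → overnight 37 C → FluxOr + Red40 in HBSS/HEPES, 45 min → stimulation buffer, 2 min kinetic read → rate constant vs DMSO controls.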
# Giardia killer – Small Molecules that selectively kill Giardia lamblia: qHTS. Giardia lamblia trophozoite viability. activity change, % at 7.66 µM, hits read low. 340,000 tested, 0.15% active; in the data active = activity change below about -80%; inconclusive = between about -30% and that limit;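 also: parasites exposed to compound for two days anaerobically before the ATP read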
#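 Trophozoites 100 cells/well + cpd; 48 hrs, 37 deg C, anaerobic. ATPLite 1-Step added, 15-30 min RT, luminescence read (ATP-based viability).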
# USP2a inh – qHTS Assay for Inhibitors of Ubiquitin-specific Protease USP2a Using CHOP2 as the Reporter | Ubiquitin carboxyl-terminal hydrolase 2 (Homo sapiens), O75604 | USP2 core, Ub-CHOP2 coupled fluorogenic reporter, 485/531 | Potency, µM (top dose mostly 38.3 µM), for inactives: at the top dose activity change, negative = inhibition, usual class: inhibitors | 330,000 tested, 0.01% active;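 also: potency is read from the fitted curve at half-maximal effect; plate controls were DMSO wells for no effect and full inhibition by NEM control for full effect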
# Target sequence (O75604 whole entry, looked up): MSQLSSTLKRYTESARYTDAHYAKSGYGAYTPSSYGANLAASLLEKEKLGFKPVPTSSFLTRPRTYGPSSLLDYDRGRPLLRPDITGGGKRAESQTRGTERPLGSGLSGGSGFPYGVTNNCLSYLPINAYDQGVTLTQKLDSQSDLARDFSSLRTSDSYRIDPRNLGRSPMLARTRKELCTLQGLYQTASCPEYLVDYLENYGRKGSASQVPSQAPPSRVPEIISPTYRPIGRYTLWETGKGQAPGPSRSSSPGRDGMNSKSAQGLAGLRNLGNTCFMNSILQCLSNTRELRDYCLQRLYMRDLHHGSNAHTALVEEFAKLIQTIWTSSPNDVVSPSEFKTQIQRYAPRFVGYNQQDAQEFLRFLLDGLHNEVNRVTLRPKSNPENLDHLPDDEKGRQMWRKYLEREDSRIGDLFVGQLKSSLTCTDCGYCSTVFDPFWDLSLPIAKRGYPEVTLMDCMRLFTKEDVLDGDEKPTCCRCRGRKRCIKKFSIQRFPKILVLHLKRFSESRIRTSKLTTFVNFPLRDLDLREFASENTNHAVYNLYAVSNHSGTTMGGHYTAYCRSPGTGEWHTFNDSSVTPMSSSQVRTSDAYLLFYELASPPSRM
#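 Cell-free coupled assay: 10nM USP2 core preincubated 30min RT with compound in Tris-HCl pH 8.0/CaCl2/CHAPS buffer, then 25nM Ub-CHOP2 and 25nM reporter substrate; fluorescence (Ex 485/Em 531) read after 60min RT, normalized to NEM inhibition, concentration-response curves fitted.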
# B2AR arrestin – qHTS assay of beta-arrestin-biased ligands of beta2-adrenergic receptor; Beta-2 adrenergic receptor (Homo sapiens), P07550; Potency, µM (series often up to 46.1 µM), without a hit: at the highest dose activation, most hits filed as activators; beta-arrestin recruitment to beta2AR, cell-based reporter; 330,000 tested, 0.02% active;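 also: potency is read from the fitted curve at half-maximal effect; 0% = DMSO controls and full agonism = EC100 isoproterenol or metaproterenol; nearly all actives have a fitted effect of over 65% in size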
# Target sequence (P07550 whole entry, looked up): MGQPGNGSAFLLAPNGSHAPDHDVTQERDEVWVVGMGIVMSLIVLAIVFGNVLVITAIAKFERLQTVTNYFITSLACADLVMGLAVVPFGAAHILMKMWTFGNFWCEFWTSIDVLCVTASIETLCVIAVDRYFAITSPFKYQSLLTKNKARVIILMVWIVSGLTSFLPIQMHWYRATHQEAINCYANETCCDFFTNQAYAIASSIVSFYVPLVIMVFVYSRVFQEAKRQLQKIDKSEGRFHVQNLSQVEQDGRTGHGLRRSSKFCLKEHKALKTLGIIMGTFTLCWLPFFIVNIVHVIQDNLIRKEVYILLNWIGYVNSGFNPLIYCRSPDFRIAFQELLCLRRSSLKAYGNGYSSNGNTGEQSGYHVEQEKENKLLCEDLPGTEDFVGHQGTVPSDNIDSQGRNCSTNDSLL
# PKM2 activator – qHTS Assay for Activators of Human Muscle isoform 2 Pyruvate Kinase. Pyruvate kinase PKM (Homo sapiens), P14618. purified PKM2, Kinase-Glo ATP luminescence, activation; response scale: 0% is enzyme alone, no compound. Potency, µM (series often up to 57.5 µM), inactives show at the highest dose activation, actives largely listed as activators. 260,000 tested, 0.34% active. AID 1631, 2009; also: potency is read from the fitted curve at half-maximal effect; nearly all actives have a fitted effect of over 55% in size
#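 Purified hPK-M2 (>95%) run at intermediate activity with 0.1 mM ADP and 0.5 mM PEP in 50 mM imidazole pH 7.2, KCl, MgCl2; 1 h room temperature. ATP formed read by Kinase-Glo luminescence; normalized to uninhibited and no-enzyme controls.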
# BCR signal inh – qHTS Assay to Find Inhibitors of Chronic Active B-Cell Receptor Signaling. ABC-DLBCL IkBa-CBG/CBR reporter, luminescence ratio, 4 h. AID 493014, 2011. Potency, µM (highest dose often 46.1 µM), for the others: at the top dose ratio change, negative = lower green/red ratio, actives largely listed as inhibitors. 340,000 tested, 0.05% active; active = well fitted inhibition curve with a large enough effect in the signal ratio, with a control signal flat, not every such curve was filed as active; inconclusive = small, poorly fitted or top-dose-only effect, or effect the other way, or a change in a side signal; the % refers to the signal ratio;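 also: potency is read from the fitted curve at half-maximal effect; plate controls were basal doxycycline-induced cells for no effect and cells given 10 µM MG132 for full effect; MG132 reads +100%, hits lower the ratio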
#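 Concentration-response series (up to 46 uM) were applied to TMD8 dual-reporter cells for 4 h at 37C with doxycycline. Green/red ratio, after filter-overlap correction, defined %Activity; red signal alone was normalised to basal cells and zero luminescence.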
# GALK inhibitor – qHTS Assay for Inhibitors of Human Galactokinase (GALK); Potency, µM (top dose mostly 57.5 µM), inactives show at the top dose activity change, negative = inhibition, usual class: inhibitors; Purified GALK, Kinase-Glo residual ATP luminescence; 270,000 tested, 0.007% active; P51570; also: potency is read from the fitted curve at half-maximal effect
#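 ATP-depletion format; final 35 uM ATP, 100 uM D-galactose, 5 nM enzyme; pH 8.0 HEPES/Mg2+ buffer; 60 min RT; luminescence read 10 min after detection reagent.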
# uPA surface inh – qHTS for Inhibitors of Cell Surface uPA Generation | cell surface uPA generation assay, qHTS | Potency, µM (series often up to 38.3 µM), for inactives: top-dose activity change, negative = inhibition, usual class: inhibitors | 330,000 tested, 0.31% active | AID 540303, 2011; active = well fitted inhibition curve with a large enough effect; inconclusive = small, poorly fitted or top-dose-only effect; inactive = no such curve, though single readings can be large or run the other way; tested in mouse RAW 264.7 cells; also: potency is read from the fitted curve at half-maximal effect; nearly all actives have a fitted effect of over 55% in size
# hERG WT inh – qHTS for Inhibitors of KCHN2 3.1: Wildtype qHTS | Voltage-gated inwardly rectifying potassium channel KCNH2 (Homo sapiens), Q12809 | U2OS, BacMam KCNH2, thallium flux FluxOr; hits give low values | activity change, % at 1.84 µM | 340,000 tested, 0.37% active | AID 720551, 2013;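 active = maximum activity change below -70%; inconclusive = maximum activity change between -70% and -50%; inactive = maximum activity change above -50%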
#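 U2OS cells were transduced with wild-type KCNH2 virus (2.03 x 10^8 / mL) for 4 h at room temperature, then cultured overnight at 37 C. Thallium flux was read with FluxOr dye. Rate constants were normalized to DMSO controls.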
# Eya2 phos inh – qHTS Assay for Inhibitors of the Phosphatase Activity of Eya2; Protein phosphatase EYA2 (Homo sapiens), O00167; recombinant Eya2, OMFP fluorescence dephosphorylation (OMFP is methylfluorescein phosphate); Potency, µM (titrated, usually from 76.9 µM), for inactives: top-dose activity, negative = inhibition, actives largely listed as inhibitors; 330,000 tested, 0.006% active; AID 488837, 2010; also: potency is read from the fitted curve at half-maximal effect
#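 Eya2 protein (added as 0.2 uM solution) was preincubated with compound for 10 min at ambient temperature in 50 mM HEPES pH 7.5, 50 mM NaCl, 5 uM MgCl2, 0.05% BSA, 1 mM DTT. OMFP (added at 50 uM) then reacted 10 min; fluorescence read at 485/525 nm.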
# Coupling enz – qHTS Assay for Inhibitors of Fructose-1,6-bisphosphate Aldolase from Giardia Lamblia: Coupling assay counterscreen. coupling enzyme system counterscreen, AmpLite Red fluorescence. activity change, negative = inhibition, % at 58.2 µM, hits read low. 290,000 tested, 0.67% active. AID 2472, 2010; in the data active = activity change below about -30%
#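 Fluorescence at 525 nm excitation and 598 nm emission measured inhibition of the coupled detection system without aldolase. Compounds (at 57.5 uM final) were preincubated 10 min at room temperature with coupling enzyme reagent before a 20 min substrate/AmpLite Red step.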
# * hit, by the source's call; ? = inconclusive; nt = not tested or not shown; [ ] = another dose, or the depositor's remark. Unless noted, calls follow the shape of the dose curve; as a rule, active = well fitted curve in the direction sought with a large enough effect; inconclusive = small, poorly fitted or top-dose-only effect, or another doubt; inactive = no such curve, though single readings can be large; an effect the other way counts as inactive or inconclusive. Unless noted, % is scaled to controls: 0 for no effect and ±100 for the full control effect.
SMILES,KCNH2 3.1 block,Giardia killer,USP2a inh,B2AR arrestin,PKM2 activator,BCR signal inh,GALK inhibitor,uPA surface inh,hERG WT inh,Eya2 phos inh,Coupling enz
CC(C)c1ccc(-c2nc(N3CCOCC3)[nH]c(=O)c2C#N)cc1,12,-4,1%,0.0%,6%,1%,2%,-9%,-1,6%,11
Cc1cccc(NC(=O)CN2NS(=O)(=O)c3ccccc3C2=O)c1,11,7,0%,-0.1%,-1%,-1%,0%,nt,1,13%,0
CCCN1C(=O)/C(=C/c2ccc(C)s2)NC1=S,20,13,0%,-0.6%,-19%,2%,-2%,2%,-16,-19%,-4
O=C(CCSCc1ccccc1F)NCc1ccc(F)cc1,2,2,3%,0.1%,nt,?,2%,0%,-4,-9%,2
Cn1c(=NC(=O)c2cccc([N+](=O)[O-])c2)sc2ccccc21,2,-19,1%,0.2%,3%,?,0%,7%,6,-12%,0
CN(C)S(=O)(=O)c1ccc(N2CCCC2)c(C(=O)NNC(=O)c2ccc(F)cc2)c1,-4,0,0%,0.5%,nt,-8%,nt,?,18,-3%,nt
CC(C)N(Cc1nc(-c2ccccc2)no1)C(=O)COc1ccccc1,13,20,-1%,-0.3%,18%,?,2%,13%,19,16%,-1
CN(C)Cc1c(O)c(Cl)cc2c3c(c(=O)oc12)CCCC3,8,11,2%,-1.5%,1%,?,-2%,6%,2,1%,-9
CCOc1ccc(NC(=O)CC2C(=O)N(c3ccc(OC)c(Cl)c3)C(=S)N2C2CC2)cc1 (stereo not given),-1,-9,-1%,-0.1%,0%,-7%,4%,-13%,-7,1%,nt
O=[n+]1c2c(n([O-])c3cc(Cl)ccc31)CCCC2,-30,?,11%,-0.5%,4%,-3%,-2%,0%,-8,4%,-3
O=C(CCN1CCN(Cc2ccccc2)CC1)Nc1ccccc1Cl,2,-18,3%,-0.2%,-10%,0%,2%,0%,70,1%,-1
COc1ccc(CNC(=O)C2CCCN(S(=O)(=O)c3ccc(F)cc3)C2)cc1 (stereo not given),19,-18,2%,0.2%,-7%,0%,-2%,17%,0,5%,nt
COc1cc2c(cc1OC)CC(=O)NC=C2,-3,12,2%,0.0%,-3%,-1%,1%,-4%,-1,-23%,-2
COC(=O)c1cc(CNC(=O)c2cccc(Cl)c2)ccc1OC,-2,0,5%,-0.7%,0%,?,-2%,2%,-3,2%,-1
CCC1C(=NO)C(CC)C(c2ccccc2)NC1c1ccccc1 (stereo not given),-5,-30,6%,0.1%,3%,18%,0%,4%,5,0%,-1
Cn1cccc1Cc1nnc(SCC(=O)Nc2ccc3c(c2)OCO3)n1-c1ccc(F)cc1,-6,31[activator],-1%,-0.2%,10%,4%,-3%,7%,-3,5%,1
Cc1ccc(S(=O)(=O)Nc2cccc(Cl)c2)cc1NC(=O)C1CC1,-8,-14,7%,2.9%,nt,?,nt,-1%,10,-15%,nt
Cc1ccc(NC(=O)COC(=O)c2ccccc2Nc2ccccc2)cc1,-6,5,-2%,4.6%,-2%,1%,2%,-3%,2,0%,-10
O=C(CN(CC1CCCO1)C(=O)CNS(=O)(=O)c1ccc(Cl)cc1)NCc1ccccc1 (stereo not given),-13,-13,0%,0.1%,3%,2%,8%,-11%,7,7%,0
COc1ccc(N(C(=O)Cn2nnc(-c3ccc(C)o3)n2)C(C(=O)NC2CCCC2)c2ccncc2)cc1 (stereo not given),-1,-15,2%,0.4%,nt,1%,4%,-3%,12,-10%,5

# The closing 3 compounds of the part above open the next one:
SMILES,KCNH2 3.1 block,Giardia killer,USP2a inh,B2AR arrestin,PKM2 activator,BCR signal inh,GALK inhibitor,uPA surface inh,hERG WT inh,Eya2 phos inh,Coupling enz
Cc1ccc(NC(=O)COC(=O)c2ccccc2Nc2ccccc2)cc1,-6,5,-2%,4.6%,-2%,1%,2%,-3%,2,0%,-10
O=C(CN(CC1CCCO1)C(=O)CNS(=O)(=O)c1ccc(Cl)cc1)NCc1ccccc1 (stereo not given),-13,-13,0%,0.1%,3%,2%,8%,-11%,7,7%,0
COc1ccc(N(C(=O)Cn2nnc(-c3ccc(C)o3)n2)C(C(=O)NC2CCCC2)c2ccncc2)cc1 (stereo not given),-1,-15,2%,0.4%,nt,1%,4%,-3%,12,-10%,5
Cc1ccc(C(=O)OCC(=O)NCC2COc3ccccc3O2)cc1 (stereo not given),0,1,-2%,-1.1%,nt,-3%,nt,-21%,0,-12%,nt
Clc1ccc(OCCN2CCCCC2)c(Cl)c1,12,-8,1%,-0.4%,-5%,?,-1%,-1%,3,-9%,0
CN(Cc1ccc(OCC(O)CN2CCCCC2)cc1)Cc1ccnc2ccccc12 (stereo not given),-10,22,4%,-0.6%,1%,1%,-2%,?,4,1%,1
O=S(=O)(c1ccc(Cl)cc1)N1CCC2(CC1)OCCO2,2,-11,3%,0.6%,3%,3%,-4%,1%,-6,7%,0
COCCNc1oc(-c2ccco2)nc1S(=O)(=O)c1ccccc1,2,-7,2%,-0.2%,1%,3%,-3%,-1%,9,-21%,nt
O=C(NC(Cc1ccccc1)C(=O)NC1CC1)OCc1ccccc1 (stereo not given),-2,7,2%,-0.2%,0%,?,0%,-2%,-9,9%,4
COc1ccc(N(CC(=O)N2CCCCC2)S(=O)(=O)c2ccccc2)c(OC)c1,-1,5,-1%,0.0%,6%,-7%,0%,-2%,-21,11%,3
Cc1ccc(-n2nnnc2SCC(=O)NNC(=O)c2ccc([N+](=O)[O-])cc2)cc1,-19,?,-2%,-0.5%,-19%,2%,2%,6%,nt,-1%,-5
CC(C)(C)c1nnc(SCC(=O)Nc2ccc(N3CCCCC3)cc2)n1N,-1,-8,-10%,0.1%,nt,-2%,nt,-12%,-5,-9%,nt
COCCN=c1scc(-c2ccco2)n1/N=C/c1ccc(O)c(O)c1O,13,6,-9%,-0.1%,2%,6%,15%,-4%,1,-1%,-51*

# Looked up above:
# In BCR signal inh, `Cc1ccc(C(=O)OCC(=O)NCC2COc3ccccc3O2)cc1` (stereo not given) has -3%
# In GALK inhibitor, `O=S(=O)(c1ccc(Cl)cc1)N1CCC2(CC1)OCCO2` has -4%
# In GALK inhibitor, `Cc1ccc(-n2nnnc2SCC(=O)NNC(=O)c2ccc([N+](=O)[O-])cc2)cc1` has 2%
# In KCNH2 3.1 block, `CN(Cc1ccc(OCC(O)CN2CCCCC2)cc1)Cc1ccnc2ccccc12` (stereo not given) has -10

# Continued.
SMILES,KCNH2 3.1 block,Giardia killer,USP2a inh,B2AR arrestin,PKM2 activator,BCR signal inh,GALK inhibitor,uPA surface inh,hERG WT inh,Eya2 phos inh,Coupling enz
O=C(Nc1ccccc1Cl)N1CCN(c2ccc3nnc(-c4ccc(F)cc4)n3n2)CC1,7,4,-4%,0.2%,-1%,-2%,-1%,-9%,-6,4%,9
Cc1ccc(C(=O)NCCNC(=O)c2cnccn2)cc1,-3,6,-1%,-1.0%,nt,6%,12%,1%,-6,-4%,3
CC(Oc1cc2oc(=O)c3c(c2cc1Cl)CCC3)C(=O)NCc1cccnc1 (stereo not given),20,?,4%,0.2%,nt,2%,1%,2%,12,-1%,nt
CCN(CC)S(=O)(=O)c1ccc(C(=O)N2CCN=C2SC)cc1,3,-19,-1%,0.1%,-4%,-8%,-1%,?,-3,-1%,1
CCN(CC)S(=O)(=O)c1ccc(C(=O)NNc2nc(-c3ccccc3)c3cc(Br)ccc3n2)cc1,?,4,-2%,-0.8%,4%,0%,-1%,-2%,-6,3%,9
COc1ccc(C(=O)NC(=S)NNC(=O)c2ccc(NC(C)=O)cc2)cc1Br,-4,-12,-1%,-0.6%,-2%,-4%,4%,-1%,26,-10%,5
Cn1cc(S(=O)(=O)NC2CCCCCC2)c(=O)n(C)c1=O,4,3,1%,-0.1%,1%,0%,1%,6%,-3,-7%,nt
